High-throughput results (PubChem BioAssay)
APE1 inh: blocks human APE1 abasic DNA cleavage. Potency, µM (highest dose often 65.8 µM), without a hit: at the highest dose activity change, negative = inhibition, usual class: inhibitors. recombinant APE1, TAMRA/BHQ-2 abasic DNA cleavage fluorescence. AID 2517. 0.35% of 350,000 active. P27695;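 further: potency means the concentration at half of the fitted maximal effect; plate controls were vehicle for no effect and reference inhibitor for full effect; nearly all actives have a fitted effect of over 55% in size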
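APE1 at 0.75 nM preincubated 15 min at room temperature with compound. Reaction then started with 50 nM double-stranded THF-abasic substrate labelled with TAMRA/BHQ-2, and 525/598 nm fluorescence read kinetically. Activity taken as third-minus-first read difference, normalized to DMSO and NSC13755 controls.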
Pol kappa inh: inhibitors of human DNA polymerase kappa; AID 588579; 0.53% of 400,000 active; purified Pol kappa, fluorescent DNA synthesis assay, 10 min; Potency, µM (titrated, usually from 107 µM), without a hit: top-dose activity, negative = inhibition, usual class: inhibitors; further: potency means the concentration at half of the fitted maximal effect; on the % scale 0 is the no-effect control and ±100 the full control effect
Target sequence (Q9UBT6 whole entry, looked up): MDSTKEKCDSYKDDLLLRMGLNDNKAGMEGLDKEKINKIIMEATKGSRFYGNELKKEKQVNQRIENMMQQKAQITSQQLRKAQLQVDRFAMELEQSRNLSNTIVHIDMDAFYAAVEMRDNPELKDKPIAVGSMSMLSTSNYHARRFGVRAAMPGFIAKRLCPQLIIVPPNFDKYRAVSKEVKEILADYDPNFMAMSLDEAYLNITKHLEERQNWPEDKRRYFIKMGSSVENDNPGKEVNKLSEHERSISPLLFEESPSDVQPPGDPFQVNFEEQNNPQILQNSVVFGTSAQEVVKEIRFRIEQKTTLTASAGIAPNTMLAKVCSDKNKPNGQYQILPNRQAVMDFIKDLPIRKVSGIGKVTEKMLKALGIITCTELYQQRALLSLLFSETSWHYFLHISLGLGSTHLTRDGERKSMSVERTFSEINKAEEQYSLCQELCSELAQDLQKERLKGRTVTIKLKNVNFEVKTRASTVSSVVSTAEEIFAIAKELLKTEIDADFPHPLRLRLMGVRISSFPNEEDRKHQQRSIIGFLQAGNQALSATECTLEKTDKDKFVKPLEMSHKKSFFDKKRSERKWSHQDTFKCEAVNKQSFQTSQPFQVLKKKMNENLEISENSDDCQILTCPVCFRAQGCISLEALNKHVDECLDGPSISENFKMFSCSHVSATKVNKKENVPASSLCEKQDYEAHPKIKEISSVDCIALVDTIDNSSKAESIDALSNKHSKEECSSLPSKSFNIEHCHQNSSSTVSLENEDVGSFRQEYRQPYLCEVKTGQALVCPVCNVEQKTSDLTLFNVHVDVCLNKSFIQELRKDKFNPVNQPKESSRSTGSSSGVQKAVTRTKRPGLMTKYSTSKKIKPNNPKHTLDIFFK
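Activity was followed as the change in fluorescence between reads at 0 and 10 min after starting the reaction with 50 nM substrate. Beforehand, 10 nM polymerase had been preincubated with compound for 15 min at room temperature.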
TRHR ag: agonists of human TRH receptor; P34981; TRHR cells, calcium flux fluo-8, FDSS agonist mode; activation, % at 2 µM; 0.18% of 360,000 active; AID 493084; in the data active means activation above about 30%; further: 0% is about no effect
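Read-out: compound-evoked intracellular calcium rise in TRHR cells, fluo-8 dye, kinetic FDSS fluorescence at 1 s/cycle following a 10-cycle baseline. Cells cultured overnight before dye loading (30 min–1.5 h, RT).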
ERG-DNA inh: ERG Ets/DNA interaction inhibition. P11308. fluorescence polarization, His-ERG Ets domain / labelled DNA. Potency, µM (highest dose often 76.9 µM), for the others: at the top dose FP activity, negative = inhibition, hits mostly inhibitors. 0.028% of 370,000 active; active means well fitted inhibition curve with a large enough effect in the polarisation, with a control signal flat; inconclusive means small, poorly fitted or top-dose-only effect, or effect the other way, or a change in a side signal; inactive means no such curve, though single readings can be large or run the other way; the % refers to the polarisation;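 further: polarization taken with two DNA probes labelled with fluorescein and Texas red; potency means the concentration at half of the fitted maximal effect; % of control where 0% means no effect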
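His-tagged ERG Ets domain (1 uM in the protein solution; 300mM KCl, 50mM Tris-HCl, 1mM EDTA, 1mM DTT, pH 7.5) received compound, then a probe mix of 5 nM fluorescein-DNA and 100nM Texas-615-DNA. Fluorescence polarization was read for both dyes.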
POLI inh: DNA polymerase iota (human) inhibition; Q9UNA4; Pol iota fluorescent replication assay, 10 min; Potency, µM (top dose mostly 115 µM), for inactives: at the top dose activity, negative = inhibition, actives largely listed as inhibitors; 1% of 390,000 active; AID 588590; further: potency means the concentration at half of the fitted maximal effect
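Fluorescent replication assay read twice, at 0 min and 10 min after adding 50 nM (final) substrate. Enzyme (10 nM) and compounds were first incubated 15 min at room temperature; enzyme-free buffer wells were negative controls.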
POLB inh: blocks human DNA polymerase beta activity; Pol beta primer extension/strand displacement, fluorescence kinetic; P06746; AID 485314; 1.3% of 340,000 active; Potency, µM (doses to about 114 µM), for the others: at the highest dose activity change, negative = inhibition, actives largely listed as inhibitors; further: potency means the concentration at half of the fitted maximal effect; on the % scale 0 is the no-effect control and ±100 the full control effect
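Pol beta (10 nM) and compounds were preincubated 15 min at room temperature, then 50 nM substrate (final) started primer extension/strand displacement. Reads were taken at 0 and 10 min; concentration-response data were fitted to a four-parameter Hill equation.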
12-LOX inh: blocks human arachidonate 12S-lipoxygenase; Potency, µM (titrated, usually from 108 µM), without a hit: top-dose activity change, negative = inhibition, hits mostly inhibitors; AID 1671190; 1.1% of 580,000 active; purified 12hLO, xylenol orange hydroperoxide absorbance; further: potency means the concentration at half of the fitted maximal effect; on the % scale 0 is the no-effect control and ±100 the full control effect
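Purified human 12hLO (150 nM final) in 25 mM Hepes, 0.01% Triton X-100, pH 7.0 was preincubated 15 min at room temperature with compound. Then 40 uM arachidonic acid was added, 30 min. Hydroperoxide was read by Fe-XO absorbance ratio 573/405 nm.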
BLM inh: Bloom syndrome helicase (human) inhibition; recombinant BLM DNA unwinding, fluorescence dequenching; Potency, µM (top dose mostly 56.1 µM), without a hit: top-dose activity change, negative = inhibition, hits mostly inhibitors; 0.2% of 350,000 active; AID 2528;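 further: potency means the concentration at half of the fitted maximal effect; plate controls were vehicle for no effect and no enzyme for full effect; nearly all actives have a fitted effect of over 35% in size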
Apoferritin bind: candidate novel general anesthetic via apoferritin binding | AID 485281 | P02791 | Potency, µM (top dose mostly 77.5 µM), inactives show at the top dose activity change, negative = displacement, most hits filed as inhibitors | apoferritin/1-aminoanthracene competitive binding, fluorescence | 0.074% of 350,000 active; further: potency means the concentration at half of the fitted maximal effect; on the % scale 0 is the no-effect control and ±100 the full control effect; nearly all actives have a fitted effect of over 20% in size
Target sequence (P02791 2-175 limits assumed): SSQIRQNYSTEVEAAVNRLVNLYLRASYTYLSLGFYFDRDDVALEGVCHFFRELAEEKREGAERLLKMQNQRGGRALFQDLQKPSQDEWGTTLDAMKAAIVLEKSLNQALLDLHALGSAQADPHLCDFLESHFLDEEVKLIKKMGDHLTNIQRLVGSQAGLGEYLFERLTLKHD
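Horse-spleen apoferritin (10 uM) was mixed with 50% saturated 1-aminoanthracene in PBS, exposed to compounds for 10 min at room temperature, and read for fluorescence (ex 380 nm, em 535 nm). Competitive displacement was fitted with a four-parameter Hill equation.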
An asterisk follows results filed as active; ? = inconclusive; nt = no result given; & = joins results of further samples; [ ] = dose if it differs, or a comment. Unless noted, the call rests on the fitted dose curve; in most records, active means well fitted curve in the direction sought with a large enough effect; inconclusive means small, poorly fitted or top-dose-only effect, or another doubt; inactive means no such curve, though single readings can be large; an effect the other way counts as inactive or inconclusive.

The line under a structure holds: TRHR ag	BLM inh	APE1 inh	ERG-DNA inh	POLI inh	POLB inh	12-LOX inh	Apoferritin bind	Pol kappa inh
COc1ccc(CNC(=O)C2CCN(C(=O)N(C)C)CC2)c(OC)c1
    -0.5	0%	-4%	2%	16%	16%	14%	-1%	0%
CCCCOP(=O)(OCCCC)C(Nc1ccccc1)c1ccc2c(c1)OCO2 (centres undefined)
    0.7	-12%	-2%	nt	39%[activator]	1%	-16%	-1%	-19%
Cc1cccc(OCC(=O)NCc2nnc3ccc(C(F)(F)F)cn23)c1C
    0.1	nt	3%	0%	-5%	nt	10%	nt	6%
Cc1ccc(S(=O)(=O)N2CCC(C)CC2)cc1
    -0.2	-1%	-6%	-9%	16%	-12%	-39%	-14%	-4%
COc1ccc(S(=O)(=O)Nc2ccccc2Cl)cc1NC(C)=O
    0.6	-2%	-1%	1%	-20%	5%	-4%	-1%	-3%
CC(C)N(C(=O)c1cc2c(Cl)nc3ccccc3c2s1)C1CCCCC1
    0.1	-5%	nt	-7%	2%	10%	0%	-2%	-10%
CCN(CC)S(=O)(=O)c1ccc(OC)c(NC(=O)C2CC(=O)N(c3ccc(C)cc3)C2)c1 (centres undefined)
    -1.0	-10%	-4%	-2%	44%[activator]	-23%	-3%	-19%	0%
CCOc1ncccc1C(=O)OCC(=O)c1cccc(Br)c1
    -0.7	-2%	3%	9%	23%	-1%	?	?	10%
O=C(NCc1ccccc1)c1cc2ccccc2oc1=O
    0.6	-8%	-8%	0%	37%[activator]	0%	148%&33%[activator]	-18%	0%
CC1=C(C(=O)NC2CCCc3c2cnn3-c2cccc(C)c2C)OCCO1 (centres undefined)
    -0.2	-2%	-11%	-2%	0%	2%	16%	-9%	8%
COc1ccccc1N1CCN(C(=O)c2ccccc2NC(=O)C2CCCCC2C(=O)O)CC1 (centres undefined)
    -0.6	-1%	8%	-3%	18%	2%	-8%	-2%	-8%
CC(=O)Nc1ccc(S(=O)(=O)Nc2cccc(C(=O)NC(C)(C)C)c2)cc1
    nt	-1%	0%	0%	11%	-2%	0%	-11%	-15%
COc1ccc(N(C(C)C(=O)Nc2ccc(S(=O)(=O)N3CCOCC3)cc2)S(C)(=O)=O)cc1 (centres undefined)
    1.3	-6%	2%	-4%	8%	48%	3%	-10%	-7%
CCN(CC)S(=O)(=O)c1ccc(N2CCN(C)CC2)c(NC(=O)COc2ccc(F)cc2Cl)c1
    -0.1	nt	-5%	-4%	17%	nt	?	nt	-4%
O=C(c1ccc(F)cc1)C1CCN(C(=S)NCC2CCCO2)CC1 (centres undefined)
    0.2	-4%	-12%	-5%	10%	42%	-8%	-6%	2%
NC1=NC2(CCC(c3ccccc3)CC2)n2c(nc3ccccc32)N1 (centres undefined)
    -0.2	0%	-2%	2%	-2%	?	?	?	-2%
CC1CCCC(NC(=O)COC(=O)[C@@H](NC(=O)c2ccco2)C(C)C)C1C (some centres undefined)
    0.3	-8%	8%	-10%	9%	-1%	5%	?	2%
FC(F)(F)c1nnc2sc(-c3ccncc3)nn12
    0.9	1%	13%	-3%	26%	41%	-20%	-2%	4%
Cc1noc(C)c1C(=O)N1CCC2(CCN(Cc3ccc(C#N)cc3)CC2)CC1
    nt	2%	8%	nt	nt	nt	?	nt	-5%[60.1 µM]
O=C(CSc1nnnn1C1CCCC1)N1CCCCC1
    0.2	-1%	13%	-5%	15%	6%	-4%	-9%	-1%
CC1(c2nnc(Cc3ccccc3)o2)CC(c2ccccc2)=NO1 (centres undefined)
    nt	nt	nt	-9%	7%	nt	-3%	nt	-12%
Cc1onc(-c2ccccc2)c1C(=O)c1c[nH]c(C(=O)NCc2ccncc2)c1
    0.1	0%	8%	-1%	58%[activator]	0%	8%	6%	7%
Cc1ccc(-n2nc3c(c2NC(=O)c2c(-c4ccccc4Cl)noc2C)CSC3)cc1
    0.5	-9%	-8%	nt	?	1%	nt	-15%	-7%
Cc1nn(C(C)C(=O)NC2CCC(C)CC2)c(=O)c2c1sc1ccccc12 (centres undefined)
    0.3	66%[activator]	nt	-9%	4%	?	-1%	-17%	-34%
NS(=O)(=O)c1ccc(CCNC(=S)NC(=O)c2ccccc2Br)cc1
    nt	nt	-15%	1%	54%[activator]	nt	4%	nt	-9%
COc1cc(C2Nc3ccccc3NC3=C2C(=O)CC(c2ccc(OC)c(OC)c2)C3)ccc1O (centres undefined)
    1.1	2%	15%	?	30%[activator]	36%	-4%	-4%	2%
O=C(Cn1cnc(S(=O)(=O)N2CCCC2)c1)Nc1cccc(F)c1
    0.0&0.1	2%&2%	32%	-8%&2%	-5%&22%	-1%&1%	0%&-13%	-4%&-4%	6%&0%
O=C(O)c1ccccc1NCc1cccnc1
    nt	nt	nt	2%	5%	nt	303%[activator]	nt	-11%
O=C(C1CCN(CC2CCCCC2)CC1)N1CCCC1
    -0.4	1%	11%	2%	7%	-10%	?	0%	-14%
O=C(CCC(=O)c1ccc(F)cc1)Nc1cccc(C(F)(F)F)c1
    -0.4	-2%	0%	-6%	16%	26%	-3%	-9%	-4%[60.1 µM]
COC(=O)C(CCCN1C(=O)c2ccccc2C1=O)(NC(C)=O)c1nnn(C)n1 (centres undefined)
    -0.3	0%	12%	-10%	41%[activator]	34%[activator]	-6%	-5%	1%
COc1ccc(CNc2nc(-c3cccnc3)nc3ccccc23)c(OC)c1
    nt	1%	6%	nt	nt	nt	-12%	nt	-5%[60.1 µM]
CCc1ccccc1NC(=O)C1CCCN(S(=O)(=O)c2c(C)noc2C)C1 (centres undefined)
    -0.8	-4%	0%	-2%	14%	26%	-22%	-7%	2%
CC(C)OCCCNC(=O)C1CCC(=O)N1C(C)C (centres undefined)
    1.4	-1%	-3%	nt	23%	54%	24%	-6%	-3%
CCCCOC(=O)c1ccc(NC(=O)C(=O)NCCN(CC)CC)cc1
    0.6	2%	7%	3%	13%	2%	0%	-11%	-4%
CCCCCC(=O)N/N=C(\C)c1ccc(NC(=O)c2ccco2)cc1
    0.0	-5%	-2%	-7%	-8%	-2%	0%	-17%	-18%
CC1CN(S(=O)(=O)c2cccc(C(=O)NCCC3=CCCCC3)c2)CC(C)O1 (centres undefined)
    0.3	nt	-9%	3%	16%	nt	0%	nt	-18%
CC(=O)Nc1cccc(NC(=O)C2(c3cccs3)CCOCC2)c1
    0.2	-1%	nt	-1%	13%	1%	-14%	0%	-11%[60.1 µM]
COc1ccc(Cl)cc1NC(=O)c1c(NCc2cccnc2)sc2c1CCC(C)C2 (centres undefined)
    0.1	-11%	nt	-3%	?	?	?	-20%	-11%[60.1 µM]
CCN(CC)S(=O)(=O)c1ccc(N2CCN(C)CC2)c(NC(=O)CSCC(=O)Nc2cccc(C)c2)c1
    0.4	nt	33%	-8%	81%[activator]	nt	-12%	nt	-4%
COC(=O)c1cccc(N2C(=O)c3ccccc3S2(=O)=O)c1
    -0.2	-3%	-14%	-6%	?	23%	0%	-16%	0%
Cc1cc(=O)oc2c3c(cc(OCC(=O)NCC4CCC(C(=O)O)CC4)c12)OC(C)(C)CC3 (centres undefined)
    -1.1	-2%	1%	-3%	8%	-1%	13%	-2%	10%
CS(=O)(=O)N1CCC(C(=O)N2CCN(c3ccccc3F)CC2)CC1
    0.6	-1%	6%	-5%	58%[activator]	13%	2%	-2%	3%
COc1ccc(OCc2cc(=O)[nH]c3ccccc23)cc1
    -1.4	-3%	28%	7%	153%[activator]	-2%	?	-12%	0%
CNS(=O)(=O)c1cccc(C(=O)OCc2cc(=O)n3cc(Br)ccc3n2)c1
    -0.4	-9%	3%	8%	-17%	?	-24%	-12%	-5%
Cc1cnc(C(=O)OCC(=O)Nc2ccc(C)c(S(=O)(=O)N3CCOCC3)c2)cn1
    nt	nt	17%	-3%	74%[activator]	nt	-6%	nt	-12%
CCOc1ccccc1N1CCN(C(=O)C2c3ccccc3Oc3ccccc32)CC1
    0.7	-9%	-9%	-4%	-2%	-2%	13%	0%	-17%
COc1cc(OC)c(C(=O)O/N=C(\N)c2ccccc2)cc1OC
    -0.6	-2%	-29%	-3%	34%[activator]	9%	17%	-5%	7%
O=C(c1ccco1)N1CCN(C(=O)c2sccc2-c2ccccc2)CC1
    -0.1	3%	-3%	3%	18%	-2%	-11%	0%	-9%
O=C(O)c1ccccc1NS(=O)(=O)c1ccc2c3c(cccc13)C(=O)N2
    0.0	1%	-6%	-10%	?	0%	?	-10%	-9%
CCOC(=O)C(C)Sc1nc(=O)n2ccccc2n1 (centres undefined)
    -0.5	0%	-2%	0%	-11%	?	0%	-2%	-6%
COCCn1c(SCC(=O)Nc2ccc(F)cc2F)nc2c([nH]c3ccccc32)c1=O
    0.0	-4%	-10%	3%	22%	16%	-28%	0%	-6%
Cc1cc(C)cc(NC(=O)C(c2ccccc2)N2CCN(CC(=O)N3CCCC3)CC2)c1 (centres undefined)
    -0.7	nt	12%	15%	29%	nt	-4%	nt	-2%
COC(=O)CSc1nc2sc3c(c2c(=O)n1-c1ccc(C)cc1)CC(C(C)C)OC3 (centres undefined)
    -0.1	-6%	nt	1%	4%	-24%	-13%	-12%	-17%
COc1ccccc1NC(=O)c1cc2ccccc2nc1C
    0.4	3%	-7%	1%	38%[activator]	0%	-1%	-3%	-6%
O=C(O)c1cc2nc(C3CC3)cc(C(F)(F)F)n2n1
    0.5	0%	-2%	3%	36%	-2%	-44%	-3%	5%

Only part of the results is shown; the hit share may differ from the screen's.
